EBNA-1 inhibitor – EBNA-1 DNA-binding inhibitors, primary screen, biochemical, fluorescence polarization; inhibition, % at 14.8 µM; AID 1950, 2009; 300,000 tested, 0.34% active; in the data active means inhibition above about 28%
LAP4-GFP MLPCN – modulators of LAP4-GFP expression in yeast, primary screen, S. cerevisiae, multiplex flow cytometry, MLPCN library | 3 h; median GFP as percent of DMSO wells | GFP response vs DMSO, % at 10 µM | 320,000 tested, 0.34% active;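 active means GFP response vs DMSO above a set limit, about the screen mean plus 3 SD, cut at about 150% in these data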
AHR activator – AHR activators, primary screen, cell-based, luminescence, luciferase reporter, human. Aryl hydrocarbon receptor (Homo sapiens), P35869. 320,000 tested, 2.5% active. activation, % at 5 µM. AHR-responsive luciferase reporter cells; in the data active means activation above about 47%;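 further: 0% = vehicle wells and 100% = reference agonist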
RPL19A TOR yeast – RPL19A-GFP expression modulators in yeast, primary screen, cell-based, S. cerevisiae, multiplex flow cytometry, MLPCN. S. cerevisiae RPL19A-GFP strain, 3 h; active compounds read low. percent response vs DMSO, % at 10 µM. 330,000 tested, 0.3% active. AID 2025, 2009;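 active means percent response vs DMSO below 50%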;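 further: median channel GFP fluorescence of the barcoded RPL19A-GFP strain; ratio of sample median GFP to plate DMSO average so 100% = DMSO; lower means less RPL19A-GFP as with rapamycin TOR inhibition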
proCasp3 act – activators of human procaspase-3 D3A mutant, primary screen, biochemical, absorbance, PC-3 D3A mutant, single concentration | Caspase-3 (Homo sapiens), P42574 | recombinant procaspase-3 D3A, Ac-DEVD-pNA absorbance 405 nm | activation, % at 8.5 µM | 330,000 tested, 0.11% active | AID 463141, 2010;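 active means activation above the mean of all tested compounds plus 3 SD, cut at about 21% in these data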;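 further: 0% = DMSO alone and 100% = DMSO wells spiked with extra 5 µM PC-3 D3A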
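Compound: 8.5 µM single point, 0.8% DMSO / Material: Autoprocessing-dead procaspase-3 D3A mutant enzyme / Timing: 1 h preincubation plus 2 h reaction at 25 °C / Medium: Zinc-free HEPES/NaCl buffer with 0.01% Triton X-100 at pH 7.4 / Technique: 405 nm absorbance of p-nitroaniline, reads at 0 and 120 min / Repeats: one well per compound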
MEP2-GFP yeast – modulators of MEP2-GFP levels in yeast, primary screen, S. cerevisiae, multiplex flow cytometry, MLPCN library; S. cerevisiae MEP2-GFP strain, 3 h; 100% = DMSO control level; 330,000 tested, 0.51% active; GFP response vs DMSO, % at 10 µM;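 active means GFP response versus DMSO above a set limit, roughly screen mean plus 3 SD, cut at about 180% in these data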;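 further: median GFP fluorescence of the barcode-gated MEP2-GFP cells per well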
proCasp7 act – procaspase-7 activators, primary screen, counter-screen for procaspase-3 activator project, biochemical, absorbance, HTS, human; AID 463210, 2010; Caspase-7 (Homo sapiens), P55210; recombinant procaspase-7, Ac-DEVD-pNA absorbance 405 nm; D23A/D198A/D206A triple mutant, cannot self-cleave; scale: DMSO 0, 5 µM enzyme 100; activation, % at 8.5 µM; 330,000 tested, 0.093% active;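 active means percent activation above the screen-wide mean plus 3 SD, cut at about 25% in these data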
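Assay system – Uncleavable procaspase-7 mutant enzyme · Quantity – 2 µM procaspase-7 mutant as dispensed · Times – 1 h preincubation, 2 h reaction · Dosing – single nominal 8.5 µM compound dose, 0.8% DMSO final · Buffer or medium – Zinc-free 50 mM HEPES buffer, pH 7.4, with NaCl and Triton X-100 · Detection – Epi-absorbance of released pNA at 405 nm, two timepoints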
ZTA counter – counter-screen for EBNA-1 inhibitors: inhibitors of Epstein-Barr virus ZTA; AID 2234; P03206; inhibition, % at 11 µM; ZTA-DNA binding, fluorescence polarization; 320,000 tested, 0.15% active; in the data active means inhibition above about 33%
Starred values were filed as active, the others as inactive; nt = no result given.

Molecule	EBNA-1 inhibitor	LAP4-GFP MLPCN	AHR activator	RPL19A TOR yeast	proCasp3 act	MEP2-GFP yeast	proCasp7 act	ZTA counter
Cn1c(C(=O)OCC(=O)NCc2cccs2)cc2sccc21	4	93	-1	92	-9	94	9	4
Cc1nnsc1C(=O)Nc1cccc(Cl)c1	-9	99	7	100	7	100	1	-15
CCNC(=O)NC(=O)C(C)OC(=O)CCCc1nc2ccccc2s1 (stereo not given)	4	92	-2	104	7	107	10	3
CC(C)(C)n1nc2c(c1NC(=O)c1ccc(C(F)(F)F)cc1)CS(=O)(=O)C2	0	74	6	108	2	97	-1	-6
CC(=O)Nc1ccc(C(=O)NCC2(N3CCCCC3)CCCCC2)cc1	-8	80	-1	96	0	91	-1	3
COc1ccc(-c2c(C#N)c(N)nc3c2CCC3)cc1	16	106	9	95	-11	89	-13	7
CCn1cc(/C=C(\NC(=O)c2ccccc2Cl)C(=O)NCCN2CCOCC2)c2ccccc21	1	95	7	103	5	109	3	-1
CCOC(=O)N/N=C/C=C/c1ccccc1[N+](=O)[O-]	-12	96	3	89	0	93	8	10
Cc1ccc2c(c1)nnn2C1CCN(CC(=O)N2c3ccccc3CC2C)CC1 (stereo not given)	-8	91	1	109	7	90	-9	-3
Cc1ccccc1-c1nnc(SCc2ccccc2)o1	8	103	-4	100	1	102	-4	-11
O=C(C1CCCCC1)N(Cc1nc2sc3c(c2c(=O)[nH]1)CCCC3)Cc1cccs1	2	92	12	91	7	103	5	4
Cc1ccc(C(C(=O)NC(C)(C)C)N(C(=O)CCC(=O)Nc2ccccn2)c2ccccc2F)cc1 (stereo not given)	-7	95	9	102	1	108	-8	4
C/C(=C\C(=O)c1ccc(Cl)cc1Cl)N(C)C	-6	138	2	106	9	91	4	-7
Cc1nc(C(C)N(C)Cc2nc(-c3ccc4c(c3)OCO4)no2)c(C)s1 (stereo not given)	12	124	30	88	-1	108	8	-8
COc1ccc(NC(=O)NC(=O)c2cc(OCC(F)(F)F)ccc2OCC(F)(F)F)cc1	0	114	-5	97	-12	109	3	8
Cc1ccc(OCCC(=O)OCC(=O)Nc2ccc3c(c2)OCO3)cc1	-5	107	2	97	10	96	0	-3

A section of the results above, as a working copy:
Molecule	EBNA-1 inhibitor	LAP4-GFP MLPCN	AHR activator	RPL19A TOR yeast	proCasp3 act	MEP2-GFP yeast	proCasp7 act	ZTA counter
C/C(=C\C(=O)c1ccc(Cl)cc1Cl)N(C)C	-6	138	2	106	9	91	4	-7
Cc1nc(C(C)N(C)Cc2nc(-c3ccc4c(c3)OCO4)no2)c(C)s1 (stereo not given)	12	124	30	88	-1	108	8	-8
COc1ccc(NC(=O)NC(=O)c2cc(OCC(F)(F)F)ccc2OCC(F)(F)F)cc1	0	114	-5	97	-12	109	3	8
Cc1ccc(OCCC(=O)OCC(=O)Nc2ccc3c(c2)OCO3)cc1	-5	107	2	97	10	96	0	-3

Carrying on.
Molecule	EBNA-1 inhibitor	LAP4-GFP MLPCN	AHR activator	RPL19A TOR yeast	proCasp3 act	MEP2-GFP yeast	proCasp7 act	ZTA counter
CCC1(c2ccccc2)NC(=O)N(CC(=O)Nc2ccc(S(=O)(=O)Nc3ncccn3)cc2)C1=O (stereo not given)	-6	92	-3	94	8	98	-8	-4
COC(=O)c1cc2c(C)cc3ccc(C)cn3c-2c1C(=O)OC	9	90	5	100	-6	109	8	4
CN(Cc1ccccc1)C(=O)COC(=O)C1CCN(S(=O)(=O)c2ccc3c(c2)OCCO3)CC1	3	119	0	100	3	104	6	2
COCCNc1nc(C)cc(-c2cc(C(=O)Nc3ccccc3)on2)n1	2	103	5	98	4	90	4	3
CCOc1ccc(CN2CCN(Cc3c[nH]c4ccccc34)CC2)cc1	-17	93	25	103	-9	105	5	-17
CCCn1c2c(c(O)c(C(=O)Nc3nccs3)c1=O)CCCC2	-4	91	21	97	-1	98	9	-5
CC(=O)Nc1ccc(Cl)c(-c2nc3ncccc3o2)c1	1	99	6	103	4	100	-7	-2
COC(=O)c1ccc(N=NN2CCOCC2)cc1	6	93	1	102	-5	89	-6	-10
Cc1ccc(S(=O)(=O)N2CCCCC2)cc1NC(=O)CNc1ccccc1N1CCCC1=O	nt	97	-1	93	4	94	-8	3
COc1ccc2oc(C(=O)OCC(=O)N(CCC#N)c3ccccc3)c(C)c2c1	3	90	5	87	-9	99	-12	5
COc1cc(C)c(C(=O)Oc2cc(C)c(C(=O)O)c(O)c2C)c(O)c1C(=O)O	6	97	2	97	1	98	-3	-11
O=C(C1=C(O)C(=O)N(CC2CCCO2)C1c1ccc(Cl)cc1Cl)c1ccco1 (stereo not given)	2	98	2	106	-3	105	2	14
N#Cc1c(NC(=O)CSc2ncn[nH]2)sc2c1CCCCC2	4	98	-10	97	7	107	-3	-7
COc1ccc2c(=O)cc(-c3ccccc3)n(C)c2c1	1	103	5	100	6	102	0	-7
COc1cc(CN2CCN(Cc3cn(C)c4ccccc34)CC2CCO)cc(OC)c1 (stereo not given)	3	94	7	98	7	104	10	-4
O=C(CSc1ncnc2c1oc1ccccc12)Nc1cccc(C(F)(F)F)c1	3	96	2	102	-2	100	-4	5
CCOc1cccc(C(=O)Nc2ccc3[nH]ncc3c2)c1	-9	105	93*	98	-2	99	-2	-1
CC(=O)Nc1cc2nn(-c3ccccc3)nc2cc1C	-1	85	55*	104	3	103	1	4
COc1cccc(C2(c3cccc(OC)c3)CC2C(=O)Nc2ccccc2Cl)c1 (stereo not given)	1	89	7	99	0	98	-1	17
COc1ccccc1C1(CC(=O)O)CCOC(C)(C)C1 (stereo not given)	7	99	2	94	3	108	2	5
CS(=O)(=O)N1CCN(CC(=O)NC2CCCC2)CC1	-10	93	0	97	-2	97	4	5
CSc1nsc(SC)c1C(=O)N1CCN(S(=O)(=O)c2ccc(C)cc2)C1C (stereo not given)	6	100	-1	95	-3	104	4	-1
c1ccc(Cn2nnc(-c3ccccc3)n2)cc1	-17	96	-4	103	8	102	4	-20
CCn1cc(C2=NC(CC(C)C)CO2)c2ccccc21 (stereo not given)	-18	97	67*	98	0	98	-1	-5
C/C(=N\NC(=O)C1CCCN(S(=O)(=O)c2ccccc2)C1)c1cccnc1 (stereo not given)	6	96	36	98	-11	105	-4	4
CCOC(=O)C1=C(C)NC(=S)NC1C (stereo not given)	-2	96	2	102	5	101	-3	10
Cc1cc(C(F)(F)F)n2ncc(-c3ccc(F)cc3)c2n1	11	100	88*	99	8	100	2	1
N=C1C(c2ccccc2)=C(O)CN1c1cccc(S(=O)(=O)N2CCOCC2)c1	-1	104	0	103	2	102	-3	-16
CC(=N)C1=C(O)CC(C)(C)CC1=O	3	93	4	97	4	93	10	4
O=C1CC(c2ccccc2)CC(O)=C1C=NC1CCCC1 (stereo not given)	-1	100	0	97	3	100	13	-1
COc1cc(C(=O)NCc2cccc3ccccc23)cc(Cl)c1OC	0	100	12	97	5	101	12	11
O=C(COC(=O)Cc1ccc(S(=O)(=O)N2CCOCC2)s1)Nc1ccc(OC(F)F)cc1	nt	102	2	98	2	98	-12	nt
CC(C)(C)NC(=O)CC(CC(=O)O)c1ccccc1 (stereo not given)	-2	101	-1	100	6	102	-1	-15
Cc1ccc(N2C(=O)C3C(C2=O)C(C(=O)c2ccc(Cl)cc2)N2CCCC32)cc1 (stereo not given)	-6	101	11	nt	-7	91	-9	-14
CCC(Sc1nc(C)cc(C)n1)C(=O)O (stereo not given)	1	106	0	96	-1	90	2	-9
CC(C)C(=O)Nc1c(O)c2ccccc2[nH]c1=O	7	119	0	96	-11	96	-25	-1
Cc1cc(C)c(S(=O)(=O)NCCCn2ccnc2)c(C)c1	-5	107	28	112	0	120	5	-23
COc1ccc(-c2cc(-c3nnc(COC(=O)C4CC4C)o3)c3ccccc3n2)cc1OC (stereo not given)	-4	101	13	99	1	104	-3	10
CN(CCOc1ccc(Cl)cc1)C(=O)c1ccc(S(=O)(=O)N2CCOCC2)cc1	-27	97	1	96	0	97	1	5
COC(=O)c1cc(Cl)c(NC(=O)Cc2ccccc2)cc1OC	1	101	3	100	-4	103	1	-16
COc1cc(Cl)cc(NC(=O)CCN2CCN(C)CC2)c1	0	105	-2	107	1	105	10	7
Cc1ccc(C(=O)NCCSc2ccccc2)cc1S(=O)(=O)Nc1ccccc1	6	92	-1	nt	-1	98	6	1
Cc1cccc(C)c1NC(=O)CSc1nnc(NC(=O)C2CC2)s1	15	96	-1	103	-7	104	9	-6
Cc1[nH]c2ccccc2c1C(=O)C(=O)Nc1ccc2c(c1)OCO2	8	100	-4	101	4	98	3	9
C=CCc1ccc(OCCOc2cccc3ccc(C)nc23)c(OC)c1	4	98	10	96	-2	100	8	5
CC(=O)Nc1ccc(OC(=O)Cc2ccc(Cl)cc2)cc1	1	97	2	99	5	98	7	-8
CCCCN(C(=O)c1ccc(NC(=O)C(C)C)cc1)c1ccccc1	-4	97	2	104	1	104	7	3
COc1ccccc1S(=O)(=O)Nc1cccc(S(=O)(=O)N2CCCC2)c1	nt	100	2	100	5	117	6	nt
O=C(C[n+]1ccsc1)c1ccccc1	0	99	2	96	-14	113	-11	18
Cc1nn(C)c(Cl)c1S(=O)(=O)N[C@@H](c1ccccc1)[C@]1(C)C[C@H]1[C@@H](C)C(=O)Nc1ccc2ccccc2c1	2	105	-2	99	10	95	2	3
COc1ccc(-n2nc(C(=O)NCC(=O)NCc3ccco3)c3ccccc3c2=O)cc1	0	109	-5	101	-27	101	-4	-8
CN(CC(=O)NCc1ccc2c(c1)OCO2)S(=O)(=O)c1ccc(Cl)cc1	nt	90	2	91	0	88	-1	nt
CC[C@@H]1C/C=C\Cc2ccccc2[C@@H](C(=O)C[C@@H](O)CC(C)=O)OC1=O	nt	93	-1	90	-8	85	8	nt
CCOC(=O)C1=C(C)NC(C)=C(C(=O)OCC)C1C(=O)OCC(=O)N1CCCCC1C (stereo not given)	nt	90	1	98	1	96	5	8
Cc1cccc(N(CC(=O)NC2CCCCC2)C(=O)CCCC(=O)Nc2ccccn2)c1	1	98	0	105	0	103	4	-11
O=C(/C=C/c1ccc([N+](=O)[O-])cc1)OCC(=O)c1ccc[nH]1	nt	90	1	91	1	95	4	nt

Additional structures follow.
Molecule	EBNA-1 inhibitor	LAP4-GFP MLPCN	AHR activator	RPL19A TOR yeast	proCasp3 act	MEP2-GFP yeast	proCasp7 act	ZTA counter
O=C(O)c1c2c(nc3ccc(S(=O)(=O)N4CCC(C(=O)NCc5ccc(Cl)cc5)CC4)cc13)CCCC2	0	93	1	95	0	92	-1	6
Cc1ccc(Cc2cncc(O)c2)cc1S(=O)(=O)O	-6	102	1	101	0	102	11	-10
COc1ccc(OC)c(N2C(=O)C(Cl)=C(N3CCCCC3)C2=O)c1	-1	97	1	92	-3	94	-7	-5
COc1cccc(/C=N/n2c(N)c(S(=O)(=O)c3cccs3)c3nc4ccccc4nc32)c1	15	98	-8	102	-1	106	2	-2
COc1ccc(C(=O)CSc2nnc(Cn3nnc4ccccc43)n2C)cc1	0	104	-1	96	0	115	2	3
Cc1cccc(NC(=O)CSCC(=O)NCc2ccco2)c1	3	85	1	99	6	93	14	-15

Screening results from PubChem BioAssay.
